IL1B cytotox – cytotoxicity in IL-1B stimulated HUVEC, primary screen, cytotoxicity control for IL-1B NFkB translocation project, imaging, Hoechst nuclear count, IL-1B stimulus; HUVEC cell count loss; cell count reduction, % at 2 µM; actives 0.41% (n = 94,000); AID 845, 2007;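 active = cell count reduction more than 3 SD above the screen-wide mean, cut at about 70% in these data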;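 note: normalized per plate to untreated control cells as the no-loss baseline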
Smad3 inh – Smad3/FoxH1 peptide binding inhibitors, primary screen, biochemical, TR-FRET; Mothers against decapentaplegic homolog 3 (Homo sapiens), P84022; TR-FRET Smad3/Dy647-FoxH1 peptide binding, europium anti-His; inhibition, % at 25 µM; actives 0.29% (n = 88,000); AID 630, 2007;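 active = compounds that reduce the energy-transfer binding signal between the protein and its labelled peptide by more than half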;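 note: 0% = Smad3 plus labelled peptide maximal FRET and 100% = peptide-only background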
Target sequence (P84022 whole entry, looked up): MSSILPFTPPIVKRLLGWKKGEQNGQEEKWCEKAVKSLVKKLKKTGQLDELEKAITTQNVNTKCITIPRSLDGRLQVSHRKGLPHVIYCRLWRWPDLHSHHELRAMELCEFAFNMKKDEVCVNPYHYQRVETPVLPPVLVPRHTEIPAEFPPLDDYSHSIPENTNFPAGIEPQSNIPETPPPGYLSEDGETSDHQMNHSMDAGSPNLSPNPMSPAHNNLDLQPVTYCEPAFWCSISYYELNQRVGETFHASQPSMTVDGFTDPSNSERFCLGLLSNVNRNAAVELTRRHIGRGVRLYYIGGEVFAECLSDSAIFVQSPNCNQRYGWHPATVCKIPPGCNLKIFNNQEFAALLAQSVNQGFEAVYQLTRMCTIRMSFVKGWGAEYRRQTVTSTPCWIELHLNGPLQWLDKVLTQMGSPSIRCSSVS
LYP inh 2 – PTPN22 phosphatase inhibitors, primary screen, biochemical, DiFMUP fluorescence, 2 µM. recombinant LYP catalytic domain. inhibition, % at 2 µM. actives 0.21% (n = 96,000);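 active = inhibition at 2 µM at or above a set limit, the screen mean plus 3 SD, cut at about 24% in these data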;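 note: 0% = DMSO with enzyme and 100% = enzyme fully blocked by orthovanadate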
F-actin modifier – modifiers of F-actin cytoskeleton organization, primary screen, imaging, HUVEC, phalloidin staining, high-content imaging; actives 0.18% (n = 91,000); AID 836, 2007; HUVEC TNFa F-actin phalloidin imaging; inhibition, % at 2 µM;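 active = inhibition above the batch mean plus 3 SD and confirmed as a hit by visual image inspection, cut at about 30% in these data, passing the limit was not always enough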; note: strong numbers were not always called active
HUVEC tox TNFa – cytotoxicity in TNFa-stimulated HUVEC, primary screen, cytotoxicity control for VCAM1 expression modulator project, imaging, Hoechst nuclei count | actives 0.17% (n = 93,000) | cell count reduction, % at 2 µM | HUVEC TNFalpha-stimulated, Hoechst cell count | AID 848, 2007;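 active = cell count reduction exceeding the screen mean by over 5 SD, scaled to untreated wells per plate, cut at about 78% in these data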;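 note: cells counted after 24 h of TNF alpha exposure following the 1 h pretreatment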
DAT uptake mod – changed hDAT dopamine uptake under cocaine IC80, either direction, primary screen, cocaine antagonist project, cell-based, LLC-PK1 hDAT, [14C]-dopamine uptake, MLSMR. Sodium-dependent dopamine transporter (Homo sapiens), Q01959. LLC-PK1 hDAT cells, [14C]-dopamine uptake with cocaine IC80; actives deviate in either direction. B-score at 10 µM. actives 1.3% (n = 110,000). AID 449768, 2010;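 active = Z score or B-score, a plate-position-corrected score, falls beyond the plate's 99.7% confidence bounds, in either direction; inactive = both scores lie inside the 99.7% bounds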;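 note: scored against the spread of the other compound wells on the same plate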
Target sequence (Q01959 whole entry, looked up): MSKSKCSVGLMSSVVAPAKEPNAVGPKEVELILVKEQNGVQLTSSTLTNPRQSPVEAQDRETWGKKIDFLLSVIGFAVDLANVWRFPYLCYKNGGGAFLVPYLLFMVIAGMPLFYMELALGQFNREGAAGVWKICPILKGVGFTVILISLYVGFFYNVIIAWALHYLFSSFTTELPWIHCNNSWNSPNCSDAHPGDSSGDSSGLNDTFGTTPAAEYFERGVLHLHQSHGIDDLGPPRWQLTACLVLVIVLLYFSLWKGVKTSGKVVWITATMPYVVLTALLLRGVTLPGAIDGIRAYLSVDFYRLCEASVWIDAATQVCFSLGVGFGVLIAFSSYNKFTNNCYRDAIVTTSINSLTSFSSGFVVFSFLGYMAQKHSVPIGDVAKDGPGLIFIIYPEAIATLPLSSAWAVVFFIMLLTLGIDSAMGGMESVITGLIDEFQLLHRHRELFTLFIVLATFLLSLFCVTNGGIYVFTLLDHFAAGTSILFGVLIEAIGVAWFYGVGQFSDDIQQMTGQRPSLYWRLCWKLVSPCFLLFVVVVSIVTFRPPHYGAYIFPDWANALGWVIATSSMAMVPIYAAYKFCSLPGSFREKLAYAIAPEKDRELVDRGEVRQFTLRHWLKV
MT1-MMP txn act – MT1-MMP promoter reporter activation – cell-based, luciferase luminescence, primary screen | HT1080 MT1-MMP promoter luciferase reporter, overnight; hits give high values | activation factor at 10 µM | actives 0.16% (n = 86,000) | AID 750, 2007;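 active = activation factor of at least 2 for MT1-MMP transcription at 10 µM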
Calb biofilm kill – clotrimazole potentiators killing Candida biofilms, primary screen, with clotrimazole, Alamar Blue. C. albicans biofilm + clotrimazole. inhibition, % at 6 µM. actives 0.14% (n = 85,000). AID 834, 2007;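 active = inhibition above 20%; inactive = inhibition below 20%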;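 note: preformed 24 hr biofilms exposed to compound for 48 hr; 0% = biofilm without compound and 100% = blank killed by clotrimazole plus chlorhexidine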
VCAM1 TNFa inh – inhibitors of TNFa-induced VCAM1 expression, primary screen, imaging, HUVEC, TNFa stimulus, immunofluorescence. HUVEC TNFa-induced VCAM-1 immunofluorescence, high-content imaging. inhibition, % at 2 µM. actives 0.48% (n = 95,000). AID 802, 2007;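 active = inhibition above the batch mean plus 3 SD, with images confirmed as a hit by eye, cut at about 37% in these data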;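 note: 0% = TNF-stimulated DMSO wells and 100% = unstimulated control wells; not every result past the cut was called active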
Starred values were filed as active, the others as inactive; x = not tested or not shown; & = joins results of further samples; [ ] = remark or other dose. Some of the compounds tested. The share of hits here may be higher or lower than overall.

Results follow in this order: IL1B cytotox, Smad3 inh, LYP inh 2, F-actin modifier, HUVEC tox TNFa, DAT uptake mod, MT1-MMP txn act, Calb biofilm kill, VCAM1 TNFa inh
CSc1nsc(SCC(=O)N2CCc3ccccc32)n1
    -7.7, 17.7, -4.3, 7.9, -28.3, -1.25, 1.1, 6.5, 5.3
Cc1c(C(=O)N2CCOCC2)oc2c1C(=O)CC(C)(C)C2
    -38.7, 3.8, 3.3, 12.9, -12.9, 0.542, 1, x, 1.1
Cc1ccnc(NS(=O)(=O)c2ccc(CC(C)C)cc2)c1
    15.0, -9.8, -5.7, x, -31.2, -2.07, 1.1, 3.6, 16.2
O=C(Nc1ccc2c(c1)OCCO2)c1c(F)cccc1F
    -30.8, 6.2, 5.3, -9.5, 3.4, -0.493, 0.8, 3.3, -1.8
O=C(CN1C(=O)COc2ccccc21)N1CCN(c2ccccc2F)CC1
    x, 13.5[fluorescence artefact?], x, x, x, 0.8, 1.1, 8.4, x
CC(O)CNc1nc2c(c(=O)n(C)c(=O)n2C)n1Cc1cccc(C(F)(F)F)c1 (stereo unspecified)
    1.4, 6.8, -2.5, -14.3, -23.9, 1.83*, 1.1, 5.8, 23.9
COc1ccc(S(=O)(=O)N2CCN(S(=O)(=O)c3ccc4c(c3)OCCO4)CC2)cc1
    8.5, 9.7[fluorescence artefact?], 3.8, 25.2, -29.5, -0.201, 1.3, 10.3, -3.1
Nn1cnnc1SCC(=O)Nc1ccc2c(c1)OCCO2
    -24.1, 2.7, -4.9, 0.8, -10.1, -0.606, 1.3, 9.4, 11.1
CCCN(CCC)C(=S)NC(=O)c1ccc(-c2ccccc2)cc1
    -6.5, x, -0.3, 1.5, 7.3, 0.0199, x, x, 10.8
Cc1ccccc1OCCNC(=O)CNC(=O)c1ccccc1O
    16.5, -12.1, -10.5, -6.2, -5.9, -0.348, 1.1, -5.4, -2.0
Cn1c(=O)c2c(nc(OCc3ccc4c(c3)OCO4)n2Cc2ccccc2Cl)n(C)c1=O
    10.1, x, 0.3, 5.6, -7.8, 0.127, x, x, 26.3
CCOc1ccc(S(=O)(=O)Nc2ccc(C(=O)N/N=C(\C)c3ccc(-n4ccnc4)cc3)cc2)cc1
    -16.3, 21.7, -0.2, 6.6, -34.7, 0.256, 0.8, 9.0, 0.9
CC(N=C1NS(=O)(=O)c2ccccc21)C(=O)NCc1ccc2c(c1)OCO2 (stereo unspecified)
    8.4, -1.5[fluorescence artefact?], -2.2, 2.6, 0.0, -0.754, x, 1.1, -10.8
Cc1ccc(P(C)(=O)c2ccc(C)cc2)cc1
    -0.6, -1.6, -4.7, 26.3, -16.7, -0.107, 1, 1.7, 22.9
O=C1CC(c2ccc(F)cc2)Sc2ccccc2N1 (stereo unspecified)
    -34.7, 3.2[fluorescence artefact?], -3.8, 10.4, -28.1, 1.88, 1.2, 6.8, 4.4
O=c1[nH]c(NCCO)nc2c1C1(CCCC1)Cc1ccccc1-2
    13.6, -1.9, -0.2, -1.8, 9.8, 0.0771, 1.1, 4.0, 25.1
CCCCC(=O)Nc1ccc(C(=O)N2CCCC(C(=O)OCC)C2)cc1 (stereo unspecified)
    12.9, -0.3, -0.8, 1.1, -18.2, 0.025, x, -0.9, 35.9
Cc1ccnc(SCCn2c(N3CC(C)CC(C)C3)nc3c2c(=O)n(C)c(=O)n3C)n1 (stereo unspecified)
    x, -0.6, -10.3, -5.1, -22.7, -0.478, 1.1, 4.7, 10.9
O=C(N/N=C/c1cccc(F)c1)c1cc(-c2ccco2)nc2ccccc12
    -23.3, x, 17.1, -14.7, -5.5, 1.63, x, x, 3.3
O=C1NC(=O)[C@@H]2C3c4ccccc4C=CN3[C@H](C(=O)c3cccs3)[C@H]12 (stereo partly specified)
    -37.7, 4.7, -2.7, -4.4, -21.7, 0.00758, 1.3, 4.5, 7.4

Following part
Results follow in this order: IL1B cytotox, Smad3 inh, LYP inh 2, F-actin modifier, HUVEC tox TNFa, DAT uptake mod, MT1-MMP txn act, Calb biofilm kill, VCAM1 TNFa inh
CCOC(=O)Cn1cnc2c(nnn2-c2ccc(C)cc2)c1=O
    3.5, -2.3, 1.1, 55.1, -30.4, -0.832, 1.2, 8.3, -24.2
O=C(Nc1cnccn1)c1cccc(C(F)(F)F)c1
    23.7, -4.0, 6.6, 0.8, -0.9, 0.0176, 1, x, -0.3
CC(=O)N(CC(=O)Nc1nn(-c2ccccc2)nc1C(N)=O)Cc1ccccc1
    31.1, -3.7, 13.4, 0.7, -6.6, -0.0397, 1.1, 9.9, -3.7
COc1cc(NC(=O)c2ccco2)c(OC)cc1NC(=O)c1cc(OC)c(OC)c(OC)c1
    -35.1, 15.9, -3.8, -16.0, -19.2, 0.183&1.66, 1.1, 7.5, 10.9
CCC(C)n1c(C)nc2c(c1=O)c1nc3ccccc3nc1n2CCC1=CCCCC1 (stereo unspecified)
    -24.4, -4.9, 24.8*, -9.4, 10.8, -0.875, 1.2, 5.4, 4.1
c1cn(CCCNc2ncnc3sc4c(c23)CCC4)cn1
    x, 3.2, x, x, x, 0.748, 1.2, 9.5, x
Cc1ccc(C(=O)NCCCNCCCN(C)C)cn1
    -58.4, -5.3, -7.8, -37.3, -12.4, -0.545, 1.2, 1.0, 28.1
O=C1CCCc2c1sc1nc3n(c(=O)c21)CCCCC3
    -9.1, 10.5, -0.1, 1.1, -18.6, -0.217, 1.6, 7.3, 11.3
COc1ccccc1NC(=O)CCN1C(=O)C2CC=C(Cl)CC2C1=O (stereo unspecified)
    -5.6, 10.7, -12.5, x, -38.0, 0.97, 1.2, 2.1, 24.0
Cc1cc(NC(=O)CCC(=O)N(CC(=O)NC2CCCC2)Cc2ccccc2Cl)no1
    -17.6, -13.0, -7.5, 8.5, -32.5, 1.31, 1, -1.3, 7.9
O=C(CN1CCN(C(=O)c2cccc(F)c2)CC1)Nc1ccccc1F
    -13.6, 5.5, -5.1, -2.2, -0.8, -0.0799, 1.3, 2.7, 15.0
CCCCN1C(=O)C2C(C(=O)Nc3cccc(OC)c3)C3C=CC2(O3)C1C(=O)NC1CCCCC1C (stereo unspecified)
    -5.7, -3.8, -5.9, -7.8, -4.6, -0.331, 1.2, 1.1, 10.6
O=C(CN1CCN(Cc2ccc(F)cc2Cl)C1=O)NCCc1ccc(Cl)cc1
    -25.2, 21.8, 12.7, -4.9, -2.1, -0.546, 1, 6.3, -8.2
O=S(=O)(Nc1ccc(O)c(CN2CCCCC2)c1)c1ccccc1
    -25.3, 3.8, -6.9, -12.3, -18.6, 1.6*, 1.1, 8.8, -21.3
O=C1NC(=O)/C(=C\c2ccc(Sc3ccc(Cl)cc3)o2)N1
    10.0, -4.0, 1.0, -19.5, -18.0, -0.351, 1.3, 5.1, -9.3
Cc1ccc(-c2nn(-c3ccccc3)cc2C2CC(c3cccs3)=NN2C(=O)CCC(=O)O)cc1 (stereo unspecified)
    -18.5, 11.0[fluorescence artefact?], 5.3, -10.7, 4.5, x, 1.3, 6.8, 6.7
Cc1ccc(OCCNC(=O)/C=C/c2ccc([N+](=O)[O-])cc2)cc1C
    7.0, x, 8.8, -18.8, -2.7, -0.0518, x, x, 22.6
CCOC(=O)Nc1ccc2c(c1)OCO2
    -4.7, 7.1, -2.1, 15.7, -17.2, -0.128, 1.4, 8.0, 1.6
O=C(CCc1nc2ccccc2s1)OCC(=O)N1CCN(C(=O)c2ccco2)CC1
    -7.2, 3.3, -17.3, 8.9, -4.0, -1.01, 1.1, 6.8, 41.9
Clc1ccc(-c2csc(N3CCN(c4ccccc4)CC3)n2)cc1
    10.7, 2.8, -1.8, 1.5, -7.0, -1.05, 1.2, 1.9, 29.2

The list goes on.
Results follow in this order: IL1B cytotox, Smad3 inh, LYP inh 2, F-actin modifier, HUVEC tox TNFa, DAT uptake mod, MT1-MMP txn act, Calb biofilm kill, VCAM1 TNFa inh
Cc1cccc(OCC(=O)N2CCC(N3CCCCCC3)CC2)c1
    -90.5, 2.7, -5.8, 3.2, -6.3, -0.427, 1.3, 2.7, -4.9
CC(C)(C)NC(=O)CN(Cc1cccs1)C(=O)CCC(=O)Nc1nccs1
    -7.8, x, 3.7, -1.6, -29.7, -2.09, x, x, 9.7
COC(=O)CSc1nnc(-c2ccco2)n1Cc1ccco1
    -47.4, 4.0, -0.9, -16.0, -15.9, -0.635, 1.1, 3.1, 2.3
Cc1cc(=O)[nH]c(SCC(=O)N2CCC(C(N)=O)CC2)n1
    -14.3, 2.9, -18.3, -18.9, -21.0, -0.448, 1.1, 1.4, -2.9
COC(=O)c1[nH]c(C)c(/C(O)=C2\C(=O)C(=O)N(CCCN3CCOCC3)C2c2ccccn2)c1C (stereo unspecified)
    -1.1, -10.0, 1.5, -7.5, -19.1, 0.231, 1.1, -0.7, -16.5
Cc1ccccc1-c1nc(CS(=O)(=O)CC(=O)NCCCN2C(C)CCCC2C)c(C)o1 (stereo unspecified)
    x, -15.7, x, x, x, 0.563, 1.1, 9.3, x
CCOc1ccc(NC(=O)Cc2c(O)c3ccccc3[nH]c2=O)cc1
    8.8, x, 5.2, 13.3, -10.0, 0.00825, x, x, 8.1
O=C(Nc1cccc(-c2cnc3ccccc3n2)c1)c1ccccc1
    4.4, x, -9.1, 25.4, -11.3, 0.188, x, x, 7.2
CCN(CCCNC(=O)CNC(=O)Cn1cnc2ccccc2c1=O)c1ccccc1
    x, -12.6, x, x, x, -0.552, 1.1, 0.7, x
Cc1ccc(-c2nc(CSCC(=O)NCCN3CCN(Cc4ccccc4)CC3)c(C)o2)cc1
    31.9, -3.1, -0.4, -8.5, -1.8, 0.962, 1, -1.1, -11.5
COc1cccc(NC(=O)C2CCCN(S(=O)(=O)c3cccc4nsnc34)C2)c1 (stereo unspecified)
    -12.3, x, 8.1, 22.6, -1.3, 0.493, 1, x, -15.3
O=C(Nc1nnc(C2CC2)s1)C1Cc2ccccc2CN1S(=O)(=O)c1ccccc1F (stereo unspecified)
    -5.5, -7.2, 12.5, 15.1, -44.8, -0.54, 1.4, 9.2, 12.7
CCn1c(C(Cc2ccccc2)NC(=O)COC)nc2ccccc21 (stereo unspecified)
    -45.4, -5.6, 1.2, 15.3, -10.2, -0.356, 1.1, 10.4, 8.0
Cc1noc(C)c1C(=O)OCC(=O)NC1CC1
    -2.0, x, -14.7, -20.1, -3.1, -0.891, x, x, 7.2
C=CCn1c(SCC(=O)Nc2ccc3c(c2)OCCO3)nnc1-c1ccco1
    x, -6.8, -0.6, x, x, 1.27, 1, 9.3, x
CCOc1ccc(C(=O)Nc2ccccc2N2CCCC2)cc1
    -9.7, 6.9, -6.9, -10.8, 31.3, -0.712, 1.1, 6.2, 10.2
CCc1ccc(N2CC(C(=O)OCC(=O)NC3CCS(=O)(=O)C3)CC2=O)cc1 (stereo unspecified)
    91.6*, 0.9, -1.2, 8.8, x, 0.599, 1.2, -2.9, -32.3
CCC(C)(C(=O)NC1CCCCC1)N(C(=O)c1cnccn1)c1c(C)n(C)n(-c2ccccc2)c1=O (stereo unspecified)
    -28.9, -1.8, -20.5, -5.3, -32.8, 1.78, 1, 3.8, 4.8
CCCCNc1nc2ccccc2[nH]1
    -2.9, 10.9[fluorescence artefact?], -0.5, -9.7, -17.1, -0.0458, 1.1, 8.9, -7.8
